hcDAF12 agonist – H. contortus DAF-12 activation, primary screen; HEK293 hcDAF-12 lit1-tk-luc reporter, luminescence; 0% DMSO, 100% Δ7-dafachronic acid; activation, % at 6.8 µM; actives 1.4% (n = 370,000);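 active means activation above the mean of all tested compounds plus 3 SD, cut at about 5.5% in these data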;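 further: 100% = response to 3 µM Δ7-dafachronic acid high control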
PLC-beta3 inh – blocks human PLC-beta3 enzyme activity. AID 720704. actives 0.18% (n = 370,000). Purified PLC-beta3, fluorogenic substrate, fluorescence. inhibition, % at 12.2 µM. Q01970; in the data active means inhibition above about 11%;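 further: 0% = median of compound wells on plate and 100% = full blocker control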
DAX1 inh-1 – inhibitors of DAX1 repression of SF-1 activated StAR promoter; inhibition, % at 6.8 µM; AID 652010; HEK293T StAR-luciferase reporter, SF-1/DAX-1 repression relief; actives 1.1% (n = 370,000);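 active means inhibition above the mean over all tested compounds plus 3 SD, cut at about 3.6% in these data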;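 further: 0% = DAX-1 cells with DMSO and 100% = cells lacking DAX-1 with DMSO; higher inhibition means more luminescence from relief of DAX-1 repression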
PG9 binder – small molecules binding HIV-1 gp120 antibody PG9 | TR-FRET gp120-PG9 antibody binding | inhibition, % at 6.7 µM | actives 0.43% (n = 360,000) | AID 624416; in the data active means inhibition above about 8.5%
SMARCA2 activ – activators of SMARCA2 function; MG213 cells, MMTV-luciferase reporter, dexamethasone, overnight; AID 652017; actives 1% (n = 370,000); activation, % at 9.1 µM; in the data active means activation above about 7.8%;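 further: 0% = vehicle wells and 100% = reference activator wells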
sPLA2-III inh – Inhibits HGIII-sPLA2 liposome hydrolysis, primary screen. QFRET BODIPY PC-A2 liposome hydrolysis, fluorescence. inhibition, % at 12.2 µM. Q9NZ20. actives 0.56% (n = 370,000);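 active means inhibition above mean plus 3 SD of compounds lying within the high and low control bounds, cut at about 19% in these data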;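 further: 0% = median of test compound wells and 100% = no enzyme DMSO wells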
hgDAF12 agonist – activates the H. glycines DAF-12 receptor ligand-binding domain. HEK293 GAL4-hgDAF12 UAS-luciferase reporter, agonist luminescence; normalized to butyrate control. activation, % at 6.8 µM. actives 1.8% (n = 370,000). AID 687014;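 active means activation above a cutoff set at the mean of all screened compounds plus 3 SD, cut at about 10% in these data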;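 further: 0% = DMSO wells and 100% = sodium butyrate wells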
FXN GAA850 act – frataxin GAA850 promoter activation; activation, % at 6 µM; HEK293 lucGAA850 FXN promoter luciferase reporter, 24 h; percent of 10 µM SAHA response; actives 0.56% (n = 360,000);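 active means activation above the average of all compounds screened plus 3 SD, cutoff fixed separately per campaign, cut at about 7.5% in these data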;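 further: 0% = DMSO wells and 100% = 10 µM SAHA wells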
ssDAF12 agonist – S. stercoralis DAF-12 activation, primary screen. activation, % at 6.8 µM. actives 1% (n = 370,000). HEK293 ssDAF-12/GRIP1 lit1-tk-luc reporter, luminescence; % of 3 µM dafachronic acid response;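 active means activation above the mean over all tested compounds plus 3 SD, cut at about 0.9% in these data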;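 further: 0% = DMSO-only wells and 100% = 3 µM delta7-dafachronic acid wells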
DAX1 inh-2 – inhibits human nuclear receptor DAX1; AID 504766; inhibition, % at 6.75 µM; P51843; HEK293 Gal4-DAX1 luciferase reporter, luminescence; actives 0.99% (n = 340,000);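 active means inhibition above the mean over all tested compounds plus 3 SD, cut at about 4.2% in these data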;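 further: 0% = DAX1-transfected cells with DMSO and 100% = empty-vector control cells with DMSO; inhibition shows as a rise in luminescence from relieved DAX1 repression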
Target sequence (P51843 207-470 limits assumed): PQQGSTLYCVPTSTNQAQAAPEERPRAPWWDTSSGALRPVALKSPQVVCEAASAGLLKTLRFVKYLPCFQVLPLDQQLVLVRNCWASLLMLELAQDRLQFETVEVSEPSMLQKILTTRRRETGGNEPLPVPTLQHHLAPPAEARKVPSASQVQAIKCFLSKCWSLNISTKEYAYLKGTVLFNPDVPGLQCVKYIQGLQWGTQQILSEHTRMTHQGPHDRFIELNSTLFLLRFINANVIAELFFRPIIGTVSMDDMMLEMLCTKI
Rev-erbA mod – modulators of human Rev-erb alpha DNA binding; activity, % at 10 µM; Rev-erbα–FITC-DNA binding, fluorescence polarization, 90 min; actives 0.79% (n = 370,000); P20393;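 active means activity above about 14%, limit read from the data; passing the limit was not always enough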;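 further: 0% = DMSO wells with 35 nM protein and 100% = DMSO wells with 750 nM protein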
Target sequence (P20393 whole entry, looked up): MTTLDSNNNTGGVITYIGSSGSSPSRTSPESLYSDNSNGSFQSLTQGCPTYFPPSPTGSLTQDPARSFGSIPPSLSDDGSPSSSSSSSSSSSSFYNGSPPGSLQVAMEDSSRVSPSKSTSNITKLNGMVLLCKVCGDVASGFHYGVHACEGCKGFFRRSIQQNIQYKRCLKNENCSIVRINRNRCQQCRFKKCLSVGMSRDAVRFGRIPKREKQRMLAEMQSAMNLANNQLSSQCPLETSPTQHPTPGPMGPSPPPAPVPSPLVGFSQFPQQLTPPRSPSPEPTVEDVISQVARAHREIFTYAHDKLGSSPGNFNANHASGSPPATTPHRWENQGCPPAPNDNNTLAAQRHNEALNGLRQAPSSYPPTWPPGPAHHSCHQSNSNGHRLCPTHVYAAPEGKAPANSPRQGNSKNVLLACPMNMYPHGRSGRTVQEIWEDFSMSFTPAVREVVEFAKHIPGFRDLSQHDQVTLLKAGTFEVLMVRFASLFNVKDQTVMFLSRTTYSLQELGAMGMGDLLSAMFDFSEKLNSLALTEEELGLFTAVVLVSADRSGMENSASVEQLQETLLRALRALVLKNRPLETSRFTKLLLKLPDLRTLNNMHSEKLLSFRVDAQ
The depositor's hits bear a star; i = inactive; . = not tested or not shown; & = joins results of further samples; ! = repeats disagree. The list is partial; count on the stated rates, not on these rows.

SMILES	hcDAF12 agonist	PLC-beta3 inh	DAX1 inh-1	PG9 binder	SMARCA2 activ	sPLA2-III inh	hgDAF12 agonist	FXN GAA850 act	ssDAF12 agonist	DAX1 inh-2	Rev-erbA mod
O=c1[nH]c(=S)n(-c2ccccc2)c(O)c1C=NCCN1CCNCC1	-1.2	-9	0.4	1.2	-2	10	0.0	0.7	-0.4	-0.9	0
CCN(CC)C(=O)c1ccc(NC(=O)c2cccc(S(=O)(=O)N3CCN(Cc4ccccc4)CC3)c2)cc1	0.0	-2	-0.8	-2.0	-3	14	3.1	-1.8	-1.3	-3.4	-1
Cc1ccc(-n2c(-c3ccc([N+](=O)[O-])cc3)nc3ccccc3c2=O)cc1	-2.9	4	-0.8	-3.2	0	-6	-4.0	3.0	-2.3	-1.8	-2
CC1C2Cn3c(nc4ccccc43)C1N(C)O2 (configuration not stated)	-0.4	1	-0.1	1.7	2	8	0.9	1.5	-1.1	1.5	1
CCN1CCN(C(=O)COc2ccc(S(=O)(=O)N3CCOCC3)cc2C)CC1	-1.0	-2	-0.1	-0.5	1	-5	1.7	-0.8	-0.6	-0.6	4
OC(c1ccccc1)(c1ccccc1)C1CCCN1 (configuration not stated)	-1.8	3	0.3	1.1	1	-2	-1.0	-0.6	-1.2	-0.8	2
O=c1cccc2n1CC1CC2CN(C(c2cccc(F)c2)c2sc3ncnn3c2O)C1 (configuration not stated)	-0.5	1	-0.3	1.8	-3	5	4.1	1.0	-0.9	1.1	2
CCC(=O)c1ccc(OCC(=O)N2CCN(CC(=O)Nc3ccccc3C(F)(F)F)CC2)cc1	-3.1	-1	-6.8	-1.1	-4	-8	-1.5	-1.5	-1.0	-2.4	0
N#Cc1ccc(N2CCNCC2)c(F)c1	-0.7	-3	2.0	-0.7	-1	1	0.5	2.7	-0.9	-1.0	8
Cc1ccsc1/C=C1\C(=O)NC(=S)N(C)C1=O	-0.1	-4	0.0	-3.6	3	5	-0.2	2.6	-1.2	3.0	1
O=c1[nH]c(=O)n(Cc2ccco2)c(O)c1C=NC1CC1	-2.0	-5	-0.5	1.5	0	-3	0.4	7.0	-0.8	1.0	4
CC(C)CN1CCN(Cc2c(F)cccc2Cl)CC1CCO (configuration not stated)	0.0	2	-0.3	-0.1	-3	1	1.5	1.0	-1.3	1.0	2
CC(=O)Nc1ccc(C(=O)C(Cc2ccccc2)N(C)C)cc1 (configuration not stated)	-0.5	-48	0.8	-2.8	-1	3	-2.1	-0.5	-0.6	0.7	0
CCN(CC)CCCN=C(C)c1c(O)n(-c2ccccc2)c(=O)[nH]c1=O	-0.1	5	-0.2	-1.4	-2	6	-0.8	0.8	-0.7	1.7	5
CCOC(=O)C1CCN(/C=C2\C(=O)NC(=S)N(CC)C2=O)CC1	-1.1	-5	-0.3	-1.1	0	3	1.8	1.6	-1.8	0.9	-2
COc1cc2c(cc1OC)C13CCN4CC5CCOC6CC(=O)N2C1C6C5CC43 (configuration not stated)	2.9	0	0.2	1.0	3	3	-1.3	0.0	-1.1	1.6	-5
Cn1cnc(CCN)c1	-1.8	1	-0.4	-0.9	-2	0	1.8	1.5	-1.2	-0.6	-4
COc1ccc(CN2C(=O)CC(=O)NC2=S)cc1	-1.9	-11	-0.6	-0.8	0	-7	0.9	2.2	-1.0	0.0	-4
COc1ccccc1Oc1c(C)oc2cc(OC(=O)N(C)C)ccc2c1=O	-2.4	-5	-0.3	0.0	-2	5	1.6	0.3	-1.1	0.6	8
c1cncc(C2CCCCN2Cc2ccc3c(c2)OCO3)c1 (configuration not stated)	-0.1	-2	0.9	-1.9	0	-2	-1.7	2.2	-2.1	-0.2	-4
Cc1cc(OCC(=O)N2C[C@H]3C[C@@H](C2)c2cccc(=O)n2C3)c2c(C)c(C)c(=O)oc2c1	2.2	-105	-0.5	-1.9	-1	0	-1.3	1.1	-1.0	2.3	4
CC(C)(C)n1nnnc1C(c1ccnc2ccccc12)N1CCC2(CC1)C(=O)NCN2c1ccccc1 (configuration not stated)	-0.5	-2	-0.6	0.2	0	-3	2.0	.	-0.9	.	3
CCC(=NC(C)c1ccccc1)c1c(O)[nH]c(=O)[nH]c1=O (configuration not stated)	-2.9	-3	0.5	0.5	3	0	-2.9	8.5*	-2.0	1.9	-5
O=CC(Br)P(=O)(N1CCOCC1)N1CCOCC1 (configuration not stated)	1.1	-4	0.0	-1.0	-2	3	-1.3	0.6	-1.5	.	7
Cc1ccc(S(=O)(=O)N(c2cc(Cl)c(O)c(Cl)c2)P(=O)(OC(C)C)OC(C)C)cc1	-1.0	3	0.1	-1.0	1	-6	0.8	-0.8	-1.4	1.8	-2
COc1cc(C(=O)Nc2ccc(Br)cc2C(=O)c2ccccc2)cc(OC)c1OC	-1.9	2	-0.1	0.9	2	0	-0.1	-2.1	-1.3	-0.2	-5
CCC(=Nc1ccc(OC)cc1OC)c1c(O)n(C2CCCCC2)c(=O)[nH]c1=O	0.5	-9	-0.8	-4.9	0	-1	-1.3	1.1	-1.0	-0.1	10
CCOP(=O)(OCC)C1(O)C(=O)Nc2ccccc21 (configuration not stated)	7.1*	-7	0.3	-2.8	0	-14	0.1	1.0	0.1	0.8	-4
O=Cc1cn(Cc2ccccc2F)c2ccccc12	-1.5	-4	-1.4	0.1	5	0	-3.8	-3.4	-1.3	-0.9	2
CCCNC(=O)N1[C@H]2CC[C@@H]1C(C(=O)OC)=C(c1cc3ccccc3s1)C2	-1.5	5	-0.8	2.1	0	7	-0.2	-0.2	-1.6	-1.9	4
Cc1nn(Cc2ccccc2Cl)c(C)c1C(=O)NC1CCCc2ccccc21 (configuration not stated)	1.0	5	-0.6	-1.3	0	4	4.3	-0.4	-0.5	1.4	-4
CSc1nnc([C@@H](N)Cc2ccccc2)o1	-1.1	1	0.4	3.3	-3	3	-1.9	0.3	-1.2	-0.5	1
O=C(CCCOc1ccc(Cl)cc1Cl)N1CCC2(CC1)OCCO2	0.2	-3	0.0	0.6	5	-4	4.8	4.2	-1.4	-0.7	-2
Cc1nc2ccccc2c(=O)n1-c1cccc([N+](=O)[O-])c1	-1.6	-4	-0.3	-2.5	-1	5	-0.7	2.0	-0.3	2.9	2
c1cncc(C2CCCCN2)c1 (configuration not stated)	-0.7	-2	-0.4	-1.1	1	10	1.2	-0.7	-1.0	3.6	-9
CCc1ccc(/C=C(/C#N)C(N)=S)cc1	3.7	-9	0.2	0.2	-2	24*	-1.2	0.2	0.3	0.4	-6
CCOC(=O)C1(CCOc2ccccc2)CCN(C(C)CSC)CC1 (configuration not stated)	1.2	-2	-0.5	-1.3	2	-2	-2.5	-0.7	-0.3	1.2	-4
O=C(NC1CCCCC1)N1Cc2ccccc2-n2nncc2C1	-0.4	2	0.4	0.1	-3	2	0.0	2.0	-0.6	-1.1	-1
O=C1NC(=O)C(=Cc2ccc(-c3ccc(S(=O)(=O)N4CCOCC4)cc3)o2)C(=O)N1	-1.7	-3	0.0	-0.2	0	0	2.1	-0.2	-1.2	0.7	0
CCC(C)n1c(C)cc(C(N)=O)c1C (configuration not stated)	-1.4	-80	2.7	-1.9	3	4	2.5	0.6	-2.1	-0.6	-3
CCn1c(=O)cc(OCC(=O)N2CCN(Cc3ccc4c(c3)OCO4)CC2)c2ccccc21	-0.7	0	0.4	-1.6	-3	-1	-2.8	5.0	-2.0	0.7	-2
O=c1c2ccccc2nc(-c2ccco2)n1-c1ccc(Br)cc1	-1.5	0	-0.3	-1.3	-1	2	-0.5	0.8	-0.6	-1.5	-2
O=C1/C(=C/c2ccc3c(c2)OCO3)N2CCC1CC2	-2.1	0	-0.3	0.6	-3	-1	0.3	0.8	-1.6	-0.1	3
O=C(CN1CC(c2ccccc2)CC1=O)Nc1ccc(F)cc1 (configuration not stated)	-1.6	4	-0.7	-0.8	-1	0	2.3	0.0	-1.6	5.2*	-5
Cc1nn(Cc2ccccc2)c(Cl)c1C(=O)NC1CCCc2ccccc21 (configuration not stated)	-0.3	0	-1.7	-1.1	-1	-5	-1.6	-0.6	-1.3	-1.1	-3

3 compounds already listed, ordered by number of heavy atoms, low to high:
SMILES	hcDAF12 agonist	PLC-beta3 inh	DAX1 inh-1	PG9 binder	SMARCA2 activ	sPLA2-III inh	hgDAF12 agonist	FXN GAA850 act	ssDAF12 agonist	DAX1 inh-2	Rev-erbA mod
c1cncc(C2CCCCN2)c1 (configuration not stated)	-0.7	-2	-0.4	-1.1	1	10	1.2	-0.7	-1.0	3.6	-9
Cc1nc2ccccc2c(=O)n1-c1cccc([N+](=O)[O-])c1	-1.6	-4	-0.3	-2.5	-1	5	-0.7	2.0	-0.3	2.9	2
O=C(NC1CCCCC1)N1Cc2ccccc2-n2nncc2C1	-0.4	2	0.4	0.1	-3	2	0.0	2.0	-0.6	-1.1	-1

Additional compounds
SMILES	hcDAF12 agonist	PLC-beta3 inh	DAX1 inh-1	PG9 binder	SMARCA2 activ	sPLA2-III inh	hgDAF12 agonist	FXN GAA850 act	ssDAF12 agonist	DAX1 inh-2	Rev-erbA mod
COc1ccccc1N(CC(=O)NC1CCCC1)C(=O)c1cnn(C(C)C)c1	-1.3	1	-0.8	1.4	0	0	-0.9	1.1	-1.2	0.7	2
COc1ccc(-c2cc(-c3ccccc3)[n+](C)c(-c3ccccc3)c2)cc1	-4.5	i	-2.9	-1.4	-9	4	-8.2	-6.8	-2.2	-2.8	1
COc1cc(C=C2C(=O)NC(=O)NC2=O)ccc1OCc1ccc([N+](=O)[O-])cc1	2.7	-8	1.7	-1.2	2	8	13*	5.7	-0.6	1.8	-1
CCOc1ccc(Br)c(C2(O)CC(C)N(C)CC2C)c1 (configuration not stated)	-0.9	0	-0.1	2.7	2	12	2.2	-0.8	-1.3	-0.1	-2
Cc1cc(C)c(C(=O)CN2CCOCC2)c(C)c1	-0.8	-1	-0.6	-1.0	-1	1	0.8	-1.0	-0.6	1.5	-2
COc1cc2[nH]c(=O)n(-c3ccc(C)cc3)c(=O)c2cc1OC	-2.5	1	-0.9	-0.9	-3	4	-1.2	2.4	-1.4	0.7	2
NCCc1cc(O)c(O)cc1O	-1.0&-0.2	-8&-3	1.2&0.0	11*!	-2&-4	2&8	-1.1&-1.5	1.8&-1.4	0.0&-1.0	-0.4&-0.6	-28&-35&-40
CC(=O)N1CC(=O)Nc2ccc(C)cc2C1c1ccccc1 (configuration not stated)	-3.2	0	-0.1	0.1	1	-3	0.0	-1.9	-1.7	-0.6	-1
COc1ccccc1CN1CCNCC1	0.7	5	0.7	1.3	-2	0	2.2	0.9	-1.4	0.8	-5
CC1CN=C(Nc2ccc(N(C)C)cc2)S1 (configuration not stated)	0.5	0	0.3	-5.5	3	11	2.0	3.2	-1.6	0.6	-2
COc1ccc(N2C(=O)CC(N3CC=C(c4ccccc4)CC3)C2=O)cc1 (configuration not stated)	-2.0	-12	1.0	0.5	11*	-5	3.8	-1.1	-1.5	1.1	2
